Assay outcomes deposited in PubChem by National Center for Advancing Translational Sciences (NCATS).
p53null 39C kill – qHTS Screen for Compounds that Selectively Target Cancer Cells with p53 Mutations: Cytotoxicity of p53 Null Cells at the Nonpermissive Temperature; H1299 p53-null (neo) cells, 39C, ATPlite viability, 24 h; Potency, µM (top dose mostly 46.1 µM), for the others: at the top dose activity, negative = cell killing, hits mostly cytotoxic; 55,000 compounds, 0.97% hits; AID 904, 2007;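 further: 0% = DMSO only and -100% = full killing by 100 µM tamoxifen; nearly all actives have a fitted effect of over 50% in size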
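H1299 lung cancer cells, p53-null (H1299-neo) or expressing p53 A138V (H1299-p53A138V), were plated overnight at 37C, then exposed to compounds at up to 46 uM for 24 hr at 39C. Viability was read by ATP-based luminescence.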
p53null 32C kill – qHTS Screen for Compounds that Selectively Target Cancer Cells with p53 Mutations: Cytotoxicity of p53 Null Cells at the Permissive Temperature; H1299-neo p53 null cells, ATP luminescence, 24 h, 32C; Potency, µM (doses to about 46.1 µM), without a hit: at the highest dose activity change, negative = cytotoxicity, hits mostly cytotoxic; 55,000 compounds, 0.62% hits; AID 903, 2007;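 further: 0% = DMSO only and -100% = full killing by 100 µM tamoxifen; nearly all actives have a fitted effect of over 55% in size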
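Cytotoxicity: H1299-neo (no p53), 32C, 24 h treatment. Concentrations up to 46 uM. Readout cellular ATP, luminescence. Normalization to DMSO basal and tamoxifen 100 uM maximal kill.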
* hit, by the source's call; ? = inconclusive; [ ] = another dose, or the depositor's remark. The call rests on the fitted dose curve; in most records, active means well fitted cell-killing curve with a large enough effect; inconclusive means small, poorly fitted or top-dose-only effect; inactive means no such curve, though single readings can be large or run the other way. Potency means the concentration at half of the fitted maximal effect.

Sample of the layout:
[1] CCCCC(=O)OCC(=O)c1ccc(OCC)cc1
[2] CC1=CC(c2ccccc2)n2nc(N3C(=O)CCC3=O)nc2N1 (configuration not stated)
[3] COC(=O)c1c(NC(=O)c2ccccc2N(C)S(=O)(=O)c2ccccc2)sc2c1CCCC2
[4] CCOC(=O)Cc1c(C)nc2c(-c3ccccc3)c(C)nn2c1C
[5] Cc1ccc(NC(=O)CCn2cnc3cc(C)c(C)cc32)cc1
[6] CC(=O)NCCn1c(SCC(=O)NCC2CCCO2)nc2ccccc2c1=O (configuration not stated)
[7] COc1cccc(OC)c1NC(=O)CN1CCC(NC(=O)c2cccc(F)c2)CC1
[8] Cc1ccc(-n2c(C)nnc2SCC(=O)Nc2ccccc2)cc1
[9] COc1cccc(C(C(=O)NC2CCCC2)N(Cc2ccco2)C(=O)c2ccco2)c1OC (configuration not stated)
[10] Cc1ccc(Cl)cc1NC(=O)CC1NCCNC1=O (configuration not stated)

Assay by compound | 1 | 2 | 3 | 4 | 5 | 6 | 7 | 8 | 9 | 10
p53null 39C kill | -19% | -17% | -1% | 29% | -1% | -11% | -2% | 25% | 19% | 9%
p53null 32C kill | 0% | 2% | -2% | 0% | 2% | -12% | 3% | -4% | 1% | 4%

[11] CCC(C)NS(=O)(=O)c1ccc(OCC(=O)Nc2ccc(F)cc2F)cc1 (configuration not stated)
[12] O=C(Cc1cccs1)N1CCN(c2ccc(F)cc2)CC1
[13] Cc1ccccc1-n1c(=O)cc(N2CCC3(CC2)OCCO3)[nH]c1=O
[14] COc1ccc(N2CCN(C(=O)c3ccc(NS(=O)(=O)c4ccccc4)cc3)CC2)cc1
[15] COc1cccc(NC(=O)COc2ccc(S(=O)(=O)NC(C)C)cc2)c1
[16] Cc1ccc(NC(=O)C2CCCO2)cc1[N+](=O)[O-] (configuration not stated)
[17] O=C(C[n+]1cccc(CNC(=O)c2ccc(OC(F)F)cc2)c1)Nc1ccccc1Cl

Assay by compound | 11 | 12 | 13 | 14 | 15 | 16 | 17
p53null 39C kill | 2% | 3% | 12% | -8% | 1% | -18%[1.84 µM] | 11%
p53null 32C kill | -1% | -2% | -1% | -13% | 2% | -5% | -11%

Main list (from the top)
[1] CCCCC(=O)OCC(=O)c1ccc(OCC)cc1
[2] CC1=CC(c2ccccc2)n2nc(N3C(=O)CCC3=O)nc2N1 (configuration not stated)
[3] COC(=O)c1c(NC(=O)c2ccccc2N(C)S(=O)(=O)c2ccccc2)sc2c1CCCC2
[4] CCOC(=O)Cc1c(C)nc2c(-c3ccccc3)c(C)nn2c1C
[5] Cc1ccc(NC(=O)CCn2cnc3cc(C)c(C)cc32)cc1
[6] CC(=O)NCCn1c(SCC(=O)NCC2CCCO2)nc2ccccc2c1=O (configuration not stated)
[7] COc1cccc(OC)c1NC(=O)CN1CCC(NC(=O)c2cccc(F)c2)CC1
[8] Cc1ccc(-n2c(C)nnc2SCC(=O)Nc2ccccc2)cc1

Assay by compound | 1 | 2 | 3 | 4 | 5 | 6 | 7 | 8
p53null 39C kill | -19% | -17% | -1% | 29% | -1% | -11% | -2% | 25%
p53null 32C kill | 0% | 2% | -2% | 0% | 2% | -12% | 3% | -4%

[9] COc1cccc(C(C(=O)NC2CCCC2)N(Cc2ccco2)C(=O)c2ccco2)c1OC (configuration not stated)
[10] Cc1ccc(Cl)cc1NC(=O)CC1NCCNC1=O (configuration not stated)
[11] CCC(C)NS(=O)(=O)c1ccc(OCC(=O)Nc2ccc(F)cc2F)cc1 (configuration not stated)
[12] O=C(Cc1cccs1)N1CCN(c2ccc(F)cc2)CC1
[13] Cc1ccccc1-n1c(=O)cc(N2CCC3(CC2)OCCO3)[nH]c1=O
[14] COc1ccc(N2CCN(C(=O)c3ccc(NS(=O)(=O)c4ccccc4)cc3)CC2)cc1
[15] COc1cccc(NC(=O)COc2ccc(S(=O)(=O)NC(C)C)cc2)c1
[16] Cc1ccc(NC(=O)C2CCCO2)cc1[N+](=O)[O-] (configuration not stated)

Assay by compound | 9 | 10 | 11 | 12 | 13 | 14 | 15 | 16
p53null 39C kill | 19% | 9% | 2% | 3% | 12% | -8% | 1% | -18%[1.84 µM]
p53null 32C kill | 1% | 4% | -1% | -2% | -1% | -13% | 2% | -5%

[17] O=C(C[n+]1cccc(CNC(=O)c2ccc(OC(F)F)cc2)c1)Nc1ccccc1Cl
[18] O=C(Nc1ccccn1)C1COc2ccccc2O1 (configuration not stated)
[19] O=C(CCn1c(=O)oc2ccccc21)Nc1ccon1
[20] CC(C)(C)n1nnnc1CN1CCN(C(c2ccccc2)c2ccccc2)CC1
[21] COC(=O)c1cnn2c(C)c(Cc3cccc(F)c3)c(C)nc12
[22] COc1ccc2c(c1)CCC(C)N2S(=O)(=O)c1ccc(C2CNC(=O)C2)cc1 (configuration not stated)
[23] Cc1ccc(-c2cc(C(F)(F)F)n3ncc(C(=O)N4CCCc5ccccc54)c3n2)cc1
[24] CCCc1nc(Cl)c(C#N)c2c1CCCC2

Assay by compound | 17 | 18 | 19 | 20 | 21 | 22 | 23 | 24
p53null 39C kill | 11% | 7% | -2% | -6% | -9% | 12% | 2% | -2%
p53null 32C kill | -11% | -2% | 3% | 1% | 6% | 2% | 2% | -10%

[25] Nc1ccc2nc(-c3cccs3)[nH]c2c1
[26] Cc1ccc(Cl)cc1NC(=O)COC(=O)C12CC3CC(CC(C3)C1)C2
[27] CCCCCc1nc2sc3c(c2c(=O)n1N)CCC3
[28] CC(C)OC(=O)Cn1nnc2c(cnn2-c2ccccc2)c1=O
[29] c1ccc(CNc2nc(N3CCOCC3)nc(N3CCOCC3)n2)cc1
[30] O=C(CN1CCN(c2ccccc2)CC1)Nc1c(C(=O)C2CC2)oc2ccccc12
[31] CCCn1c2ccccc2c2nnc(SC(CC)C(=O)Nc3cc(C)on3)nc21 (configuration not stated)
[32] O=C1C=C(Nc2ccc(O)cc2)CC(c2ccco2)C1 (configuration not stated)

Assay by compound | 25 | 26 | 27 | 28 | 29 | 30 | 31 | 32
p53null 39C kill | -20% | 4% | 24% | 14% | 1% | 9% | 15% | 13%
p53null 32C kill | ? | -4% | 5% | -8% | 8% | 1% | -1% | 16%

[33] Cc1ccc(C)c(S(=O)(=O)Nc2ccc3sc(C)nc3c2)c1
[34] Cc1ccc(NC2=CC(=O)C(=O)c3ccccc32)cc1
[35] O=C(Nc1ccc2nn(-c3ccccc3)nc2c1)c1ccco1
[36] CCN(CC)c1ccc(C=C(c2nnnn2-c2ccc(C)cc2)c2nnnn2-c2ccc(C)cc2)cc1
[37] COC(=O)C1C(=O)NC(SC)=C(C#N)C1c1ccccc1F (configuration not stated)
[38] COCC(O)CSc1c([N+](=O)[O-])nc(C)n1Cc1ccc(OC)c([N+](=O)[O-])c1 (configuration not stated)
[39] CCN1CCN(C(=O)c2ccc3c(c2)N(Cc2ccc(F)cc2)C(=O)c2ccccc2S3=O)CC1 (configuration not stated)
[40] Cc1cc(NC(=O)CSc2nc(-c3ccc(Cl)cc3)cs2)no1

Assay by compound | 33 | 34 | 35 | 36 | 37 | 38 | 39 | 40
p53null 39C kill | 0% | 3.5µM* | -29% | -11%[1.84 µM] | -4% | 6% | -1% | 19%
p53null 32C kill | 0% | 4µM* | -25% | -4% | 8% | 4% | 6% | 1%

[41] O=C(NCc1nnc(SCc2ccc(C(F)(F)F)cc2)n1-c1ccccc1)C12CC3CC(CC(C3)C1)C2
[42] Cc1ccc(NC2=C/C(=N\S(=O)(=O)c3cccs3)c3ccccc3C2=O)c(C)c1
[43] COc1nc(OC)nc(N2CCCCCC2)n1
[44] CCC(C)NC(=O)CSC1=Nc2ccccc2C2=NC(CC(=O)NCc3ccccc3)C(=O)N12 (configuration not stated)
[45] CCc1cccc(CC)c1NC(=O)COC(=O)c1ccc(F)c(S(=O)(=O)N(CC)CC)c1
[46] O=[N+]([O-])c1cc(S(=O)(=O)Nc2ccccc2)ccc1N1CCN(c2ccccc2)CC1
[47] CSC1=C(C#N)C(c2ccc3c(c2)OCO3)C2=C(CCCC2=O)N1 (configuration not stated)
[48] CCOC(=O)C1CCN(Cc2c(O)ccc3ccccc23)CC1

Assay by compound | 41 | 42 | 43 | 44 | 45 | 46 | 47 | 48
p53null 39C kill | 0% | 3.5µM* | -3% | 5% | 9% | -5%[1.84 µM] | 9% | -3%
p53null 32C kill | 3% | 3.5µM* | 6% | -2% | -14% | 27% | 15% | -7%

Overlap with the part before: 2 entries, then new ones.
[47] CSC1=C(C#N)C(c2ccc3c(c2)OCO3)C2=C(CCCC2=O)N1 (configuration not stated)
[48] CCOC(=O)C1CCN(Cc2c(O)ccc3ccccc23)CC1
[49] Cc1nc2oc(C(=O)c3ccccc3)c(N)c2c2c1COC(C)(C)C2
[50] O=C(c1cc2cc(Br)cc(Br)c2oc1=O)N1CCCC1
[51] CC(=O)NC(c1ccc(F)cc1)c1cccnc1 (configuration not stated)
[52] CCOc1ccc(N(CC(=O)NCC2CCCO2)C(=O)CCC(=O)Nc2ccccn2)cc1 (configuration not stated)
[53] COC(=O)c1ccc(NC(=O)C2CC(=O)N(c3ccc(C)cc3)C2)cc1 (configuration not stated)
[54] C=CCn1c(SCc2csc(C)n2)nc2sc3c(c2c1=O)CCC(C)C3 (configuration not stated)
[55] CC(C)OC(=O)CN1C(=O)C(=O)c2ccccc21
[56] CC(C)C(=O)NCCc1nc2ccccc2n1CCOc1ccccc1

Assay by compound | 47 | 48 | 49 | 50 | 51 | 52 | 53 | 54 | 55 | 56
p53null 39C kill | 9% | -3% | 1% | 24% | 3% | 0% | -7% | -7% | -23% | -21%
p53null 32C kill | 15% | -7% | -4% | 4% | 3% | -6% | 0% | -6% | 1% | -5%

Next section:
Under each structure – p53null 39C kill, p53null 32C kill
#57 COc1ccc(NC(=O)C2CCCN(S(=O)(=O)c3ccc(C)cc3)C2)cc1OC (configuration not stated)
→ -16%, 0%
#58 O=C(Nc1cccnc1)c1cccnc1
→ -15%, -6%
#59 c1cc2c(cc1C1CCCCC1)c1c3n2CCN=C3CCC1
→ 3%, 0%
#60 COc1ccc(-c2[nH]nc3c2C(c2ccoc2)C(C#N)=C(N)O3)cc1 (configuration not stated)
→ -13%, 3%
#61 CCOc1ccc(CC(=O)NNC(=S)NC2CCCCC2)cc1OCC
→ 3%, 3%
#62 CCCNC(=O)c1cc(S(=O)(=O)N2CCc3ccccc32)ccc1F
→ 5%, 1%
#63 Cc1ccc(S(=O)(=O)NC2c3cccc4cccc(c34)C2Sc2n[nH]c(N)n2)cc1 (configuration not stated)
→ -9%[1.84 µM], -1%
#64 NC(=O)CN1CCOCCOCCN(CC(N)=O)CCOCCOCC1
→ -13%, -8%
#65 COc1ccc(C(=O)Nc2ccc(C(F)(F)F)n(C)c2=O)cc1
→ -4%[1.84 µM], -6%
#66 CCOc1ccc(-c2nnc(-c3ccccc3)o2)cc1
→ 13µM*, ?

Later entries
Under each structure – p53null 39C kill, p53null 32C kill
#67 COc1cc(CNc2nc3ccccc3[nH]2)cc(OC)c1OC
→ -13%, -15%
#68 CCOC(=O)c1c(NC(=O)c2ccnn2C)sc(C)c1C
→ 5%, 3%
#69 CCC(C)Nc1nc2c(c(=O)[nH]c(=O)n2C)n1CCC(C)C (configuration not stated)
→ 3%, 1%
#70 Cc1ccc(-c2n[nH]c(=S)n2/N=C\c2ccco2)cc1
→ 22%[1.84 µM], 9%
#71 CC(NC(=O)Nc1ccc(O)cc1)(C(F)(F)F)C(F)(F)F
→ 39%[activator], 3%
#72 CC(C)(C)C(=O)NCC12C=CC(O1)C1C(=O)N(c3ccccc3)C(=O)C12 (configuration not stated)
→ -18%, -4%
#73 O=C(NCc1cccs1)c1ccccc1F
→ 24%, -3%
#74 COc1nccnc1NS(=O)(=O)c1ccc(NC(=S)NC(=O)c2ccccc2)cc1
→ 22%, -7%
#75 COc1ccc(C(=O)NCc2cccnc2)cc1
→ 9%, -6%
#76 CCN(CC)S(=O)(=O)c1ccc(NC(=O)c2ccc(N(C)S(C)(=O)=O)cc2)cc1
→ -10%, -6%

Continuation:
Under each structure – p53null 39C kill, p53null 32C kill
#77 O=C(COC(=O)C(O)c1ccccc1)c1ccc2c(c1)OCCO2 (configuration not stated)
→ -15%, -3%
#78 CCOc1cc(S(=O)(=O)Nc2ccc(Cl)cn2)ccc1Cl
→ -2%, -17%
#79 COc1ccc(-c2ccc(Nc3ccc(C(=O)N4CCOCC4)cc3)nn2)cc1OC
→ -7%, -3%
#80 CC(=O)N(Cc1c(C#N)c2ccccc2n1C)c1ccccc1
→ 19%, -15%
#81 Cc1cccc(-c2nnc(SCC(=O)Nc3nc4c(s3)CCCC4)n2C)c1
→ -2%, -2%
#82 CCOc1cccc(C(=O)Nc2nccs2)c1
→ -20%, -12%
#83 Cc1cccc(C)c1NC(=O)C(c1ccccc1)N1CCOCC1 (configuration not stated)
→ -1%, 6%
#84 O=C(COc1ccc2c(C(F)(F)F)cc(=O)oc2c1)Nc1ccc(N2CCOCC2)cc1
→ 11%, -5%
#85 COCCn1c(SCC(=O)N2CCCc3ccccc32)nnc1-c1ccoc1C
→ 6%, 0%
#86 C=CCn1c(CSc2nc3ccccc3s2)nnc1SCC(=O)NCc1cccnc1
→ -9%, -5%
#87 Cc1ccc(Nc2nnc(SCC3CCCCO3)s2)cc1 (configuration not stated)
→ -1%, -2%
#88 CCN(CC)S(=O)(=O)c1ccc(N=Nc2c(C)[nH]n(C(N)=S)c2=O)cc1
→ -17%, -17%

An excerpt, so the mix of outcomes need not match the whole.
